# PvdQ inh = P. aeruginosa PvdQ acylase inhibitors, primary screen, biochemical, fluorescence, plate reader and imaging, single point; 340,000 tested, 0.063% active; purified PvdQ acylase; inhibition, % at 10 µM; PvdQ acylase [Pseudomonas aeruginosa LESB58]; in the data active = inhibition above about 30%, passing the limit was not always enough;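 also: 0% = vehicle neutral wells and 100% = reference inhibitor wells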
# CAL PDZ inh = CAL PDZ peptide-binding inhibitors, primary screen, biochemical, fluorescence polarization, Cer-tagged CAL PDZ, HTS. inhibition, % at 20 µM. purified CAL PDZ, TMR-peptide fluorescence polarization, 1 h. Golgi-associated PDZ and coiled-coil motif-containing protein (Homo sapiens), Q9HD26. 330,000 tested, 0.02% active;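 active = highest replicate inhibition of at least 40%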;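 also: plate controls were DMSO neutral control wells for no effect and unlabeled competitor peptide control wells for full effect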
#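 material = purified tagged CAL PDZ domain construct (CerCALP) | compound dosing = 20 µM, one dose | times = 1 h at RT | measured by = fluorescence polarization from S- and P-plane intensities, G-factor corrected | read-out = inhibition from polarization loss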
# DAGLB inh = DAGLB lipase inhibitors, primary screen, biochemical, fluorescence, HTS; Diacylglycerol lipase-beta (Homo sapiens), Q8NCG7; HEK293T DAGLB membrane lysate, EnzChek fluorogenic substrate; inhibition, % at 5.17 µM; 340,000 tested, 0.059% active; in the data active = inhibition above about 34%;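 also: 0% = enzyme with vehicle and 100% = wells lacking enzyme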
# Target sequence (Q8NCG7 whole entry, looked up): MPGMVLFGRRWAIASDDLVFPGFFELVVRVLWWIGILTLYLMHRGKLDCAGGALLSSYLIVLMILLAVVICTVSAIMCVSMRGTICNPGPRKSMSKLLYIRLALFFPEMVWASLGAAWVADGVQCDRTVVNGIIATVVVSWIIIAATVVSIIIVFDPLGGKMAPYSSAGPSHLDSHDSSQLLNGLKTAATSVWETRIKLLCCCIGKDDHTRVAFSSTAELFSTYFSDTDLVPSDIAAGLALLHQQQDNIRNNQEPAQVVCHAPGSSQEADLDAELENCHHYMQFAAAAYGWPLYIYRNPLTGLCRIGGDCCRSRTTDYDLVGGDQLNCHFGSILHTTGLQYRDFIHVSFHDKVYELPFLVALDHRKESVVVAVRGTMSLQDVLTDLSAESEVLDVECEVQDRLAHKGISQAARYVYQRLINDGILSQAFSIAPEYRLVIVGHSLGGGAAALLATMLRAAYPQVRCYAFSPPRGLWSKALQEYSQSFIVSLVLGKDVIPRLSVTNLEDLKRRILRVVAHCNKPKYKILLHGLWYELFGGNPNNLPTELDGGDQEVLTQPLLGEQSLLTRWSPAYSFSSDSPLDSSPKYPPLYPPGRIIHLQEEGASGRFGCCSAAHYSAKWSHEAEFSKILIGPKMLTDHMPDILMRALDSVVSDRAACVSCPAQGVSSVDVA
# PfHsp90 set2 = growth inhibition of PfHsp90-expressing yeast, primary screen, antimalarial PfHsp90 inhibitor project, S. cerevisiae, BacTiter-Glo luminescence, single point, set 2; BacTiter-Glo ATP, 48 h; yeast lacking PDR1 and PDR3 efflux regulators; inhibition, % at 9.4 µM; 310,000 tested, 0.32% active;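 active = every replicate shows inhibition above about 80%, whatever the replicate mean, limit read from the data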;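 also: 0% = DMSO neutral controls and 100% = 20 µM radicicol positive controls; yeast relying on Plasmodium falciparum Hsp90 in place of its own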
# E coli growth = E. coli V3065 growth inhibition, primary screen, counter-screen for AddAB inhibitor project, absorbance, OD600; 18 h; inhibition, % at 11.9 µM; 330,000 tested, 0.27% active; AID 449728, 2010;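 active = inhibition above the campaign's mean inhibition across all tested compounds plus 3 SD, cut at about 9.9% in these data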;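 also: uninfected addAB+ strain grown without phage in ampicillin broth; 0% = DMSO wells and 100% = ciprofloxacin 0.95 µg/ml wells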
# AddAB inh = growth inhibition of E. coli expressing H. pylori AddAB, primary screen, AddAB inhibitor project, absorbance; inhibition, % at 11.9 µM; 330,000 tested, 0.29% active; in the data active = inhibition above about 12%;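 also: 0% = vehicle wells of infected cells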
# phage Ecoli inh = growth loss of phage-infected E. coli, primary screen, RecBCD inhibitor project, absorbance, with phage, HTS; inhibition, % at 11.9 µM; 360,000 tested, 0.26% active; in the data active = inhibition above about 11%
# Rtt109 HAT inh = inhibitors of C. albicans Rtt109/Vps75 HAT, primary screen, biochemical, ThioGlo CoA-SH fluorescence, plate reader | purified Rtt109/Vps75, 4 h | inhibition, % at 34.9 µM | 330,000 tested, 0.16% active | AID 540336, 2011;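 active = inhibition of at least 50% in every replicate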
# Target sequence (Q5AAJ8 whole entry, looked up): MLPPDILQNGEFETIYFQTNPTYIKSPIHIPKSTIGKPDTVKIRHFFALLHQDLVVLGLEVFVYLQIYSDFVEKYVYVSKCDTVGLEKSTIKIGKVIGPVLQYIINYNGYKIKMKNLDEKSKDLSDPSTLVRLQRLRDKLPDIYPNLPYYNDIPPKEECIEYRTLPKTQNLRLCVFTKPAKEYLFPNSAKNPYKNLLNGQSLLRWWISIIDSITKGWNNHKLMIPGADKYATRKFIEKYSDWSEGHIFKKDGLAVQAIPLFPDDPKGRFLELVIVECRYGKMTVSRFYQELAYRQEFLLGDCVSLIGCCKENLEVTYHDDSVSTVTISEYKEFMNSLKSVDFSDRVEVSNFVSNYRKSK
# Wnt bcat act = Wnt/beta-catenin pathway activators, primary screen, cell-based, plate reader, single point; Wnt/beta-catenin reporter cell assay, activator; AID 743398, 2014; 300,000 tested, 1.2% active; activation, % at 9.35 µM; in the data active = activation above about 30%, passing the limit was not always enough;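 also: 0% = neutral control wells and 100% = positive control wells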
# Tat export inh = E. coli Tat export inhibitors, primary screen, MC4100, TorA-mCherry reporter, fluorescence, single point | AID 488895, 2010 | inhibition, % at 10 µM | 340,000 tested, 0.036% active;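 active = mean replicate inhibition at least 50% and at least half of replicates individually reaching 50%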;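 also: exported cargo escapes ClpAP degradation while cytoplasmic cargo is degraded and loses fluorescence; 0% = median of neutral control wells and 100% = median of NaSCN control wells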
# Numbers without * were called inactive; · = not tested or not shown.
SMILES,PvdQ inh,CAL PDZ inh,DAGLB inh,PfHsp90 set2,E coli growth,AddAB inh,phage Ecoli inh,Rtt109 HAT inh,Wnt bcat act,Tat export inh
CS(=O)(=O)N1CCN(C(=O)C2c3ccccc3Oc3ccccc32)CC1,-4,·,1,-55,-1.5,-0.4,·,5,0,3
CCN(c1ccc(OC)cc1)S(=O)(=O)c1cc(-c2cc(C)no2)ccc1C(C)C,-18,-1.5,-12,-11,1.4,1.9,3.5,1,-4,7
COc1ccccc1CNC(=O)COc1ccccc1OC,-10,·,-1,-2,3.3,5.5,1.3,-5,·,-10
O=C(NCC(c1ccco1)N1CCCC1)c1ccc(Cl)cc1 (stereo not given),-1,-2.1,-2,9,3.0,5.1,4.0,-6,·,5
COCCn1c(C)cc(C(=O)COC(=O)C2CC(=O)N(CCc3ccc(OC)c(OC)c3)C2)c1C (stereo not given),-19,1.2,3,·,-1.5,1.0,0.4,2,6,15
Cc1ccc(NC(=O)CSc2ncc(S(=O)(=O)c3ccccc3)c(=O)[nH]2)cc1C,-4,-2.4,5,-4,-0.7,1.4,1.2,-1,·,-3
CCC(C)NC(=O)CSc1nc2cc(S(=O)(=O)N3CCOCC3)ccc2n1CC (stereo not given),-7,-2.3,2,7,0.7,-1.8,2.1,3,2,3
CS(=O)(=O)Nc1cccc(C2=NN(C(=O)c3cccc(F)c3)C(c3cccs3)C2)c1 (stereo not given),2,0.8,0,-3,1.0,1.7,-2.2,5,-1,8
Nc1c(C(=O)CSc2nnc(-c3ccccc3F)o2)c(=O)[nH]c(=O)n1C1CC1,-11,1.0,-1,10,0.7,-2.6,1.1,0,1,-3
CCN1C(=O)CC(N2CCC(Nc3ccc(OC)cc3)CC2)C1=O (stereo not given),-5,-1.2,-1,10,-1.4,2.2,1.7,6,·,-4
Cc1ccc(-c2cc(-c3n[nH]c(=S)o3)c3ccccc3n2)cc1,19,-1.6,7,3,-3.5,1.3,3.6,-2,6,0
Cc1nc2ccccc2n1CCc1nc2c3ccccc3nc(SCC(=O)NCc3ccco3)n2n1,-7,-3.7,0,·,-1.1,1.4,2.2,1,-5,4
CN(C)C1=NCCN1CCCCc1ccccc1,3,0.2,0,-2,1.7,2.4,0.9,10,-4,1
CCOc1cccc(-c2nnc3sc(COc4ccc(C)cc4)nn23)c1,-8,·,-3,-11,1.2,2.8,2.1,5,-1,-2
O=C(CCS(=O)(=O)c1ccccc1)N1CCCc2ccccc21,-12,-0.8,-6,-16,1.4,-1.7,1.4,-2,2,3
CCOc1ccc2c(C)cc(=O)oc2c1OCC,10,-1.7,4,6,1.7,3.8,2.8,-5,·,6
S=C(NCCc1c[nH]c2ccccc12)NC1CCCCC1,-3,·,-3,20,3.2,-0.5,5.2,-4,0,-2
COc1ccc(S(=O)(=O)N2CCCCC2)cc1NC(=O)C1CC1C (stereo not given),9,-2.5,-4,0,0.3,1.9,3.8,5,-3,-5
Cc1cc(=O)oc2c(C)c(OC(C)C(=O)NC3CCN(Cc4ccccc4)CC3)ccc12 (stereo not given),7,-2.3,-1,2,-0.2,1.4,2.3,-8,-2,-3
CCN(CC)CC(O)COc1ccc2c(c1)OCO2 (stereo not given),11,0.4,-2,-1,1.6,-0.9,2.1,4,·,-2

# Reformatted with bars between the fields: 6 of the compounds above.
compound | PvdQ inh | CAL PDZ inh | DAGLB inh | PfHsp90 set2 | E coli growth | AddAB inh | phage Ecoli inh | Rtt109 HAT inh | Wnt bcat act | Tat export inh
Nc1c(C(=O)CSc2nnc(-c3ccccc3F)o2)c(=O)[nH]c(=O)n1C1CC1 | -11 | 1.0 | -1 | 10 | 0.7 | -2.6 | 1.1 | 0 | 1 | -3
CCN1C(=O)CC(N2CCC(Nc3ccc(OC)cc3)CC2)C1=O (stereo not given) | -5 | -1.2 | -1 | 10 | -1.4 | 2.2 | 1.7 | 6 | · | -4
Cc1ccc(-c2cc(-c3n[nH]c(=S)o3)c3ccccc3n2)cc1 | 19 | -1.6 | 7 | 3 | -3.5 | 1.3 | 3.6 | -2 | 6 | 0
Cc1nc2ccccc2n1CCc1nc2c3ccccc3nc(SCC(=O)NCc3ccco3)n2n1 | -7 | -3.7 | 0 | · | -1.1 | 1.4 | 2.2 | 1 | -5 | 4
CN(C)C1=NCCN1CCCCc1ccccc1 | 3 | 0.2 | 0 | -2 | 1.7 | 2.4 | 0.9 | 10 | -4 | 1
CCOc1cccc(-c2nnc3sc(COc4ccc(C)cc4)nn23)c1 | -8 | · | -3 | -11 | 1.2 | 2.8 | 2.1 | 5 | -1 | -2

# The list continues:
SMILES,PvdQ inh,CAL PDZ inh,DAGLB inh,PfHsp90 set2,E coli growth,AddAB inh,phage Ecoli inh,Rtt109 HAT inh,Wnt bcat act,Tat export inh
Cc1ccc(S(=O)(=O)NC(=O)COc2ccccc2C)cc1,4,-0.6,-3,-20,-2.6,1.4,0.8,6,0,-6
CCN(CC)c1ccc(/C=N/NC(=O)c2cc3ccccc3[nH]2)cc1,0,0.8,-2,-8,0.6,3.4,4.3,-4,-1,-3
CCCN(CC(=O)Nc1cc(C)on1)CC(=O)Nc1ccc(F)c(F)c1F,-11,0.3,0,-1,3.3,3.4,0.4,-13,-4,1
C=CCn1c(SCC(=O)NCC2CCCO2)nc2scc(-c3ccc(OC)cc3)c2c1=O (stereo not given),-1,-2.1,-3,15,1.8,2.6,0.5,-9,-4,-3
CC(O)CN1CCN(C(=O)CN2C(=O)NC(c3ccccc3)(c3ccccc3)C2=O)CC1 (stereo not given),-12,-1.3,0,-2,-1.5,0.0,-4.6,4,0,4
CC(C)(O)[C@@H]1Cc2c(ccc3ccc(=O)oc23)O1,0,-0.2,-1,6,0.6,3.6,0.5,-1,-7,-10
O=C(/C=C/c1ccco1)N(Cc1cccc(Cl)c1)C1CCS(=O)(=O)C1 (stereo not given),-11,-1.2,1,-20,1.0,-0.1,2.4,-3,-2,0
O=C(/C=C/c1ccco1)NC(=S)Nc1ccccc1Br,1,-1.6,-4,-32,-2.0,-1.1,0.7,10,2,-17
COc1cc(C(=O)O)cc(NC(=O)c2cccs2)c1OC,2,-2.2,0,6,-1.0,0.5,3.0,-4,·,10
COc1ccc(OC)c(NC(=O)C(CCSC)NS(=O)(=O)c2cccs2)c1 (stereo not given),12,-2.0,-5,-1,0.3,7.2,0.7,6,1,-2
COC(=O)c1ccc(CSc2nnc(NC(=O)C3CC(=O)N(Cc4ccc(C)cc4)C3)s2)cc1 (stereo not given),-1,-1.9,1,-16,-1.7,2.1,-3.5,-3,-3,7
Oc1ccc(Br)cc1/C=N/N1CCCCC1,-2,-1.9,-10,0,2.1,4.4,4.5,-7,3,-3
CN1CCN(C(=O)C2=C[C@H](c3ccc4c(c3)OCO4)C[C@H](OCc3ccc(CO)cc3)O2)CC1,-2,-0.6,0,5,-0.3,2.4,-0.7,6,-4,9
COc1ccccc1N1CCN(Cc2cc3c(cc2Br)OCCO3)CC1,-13,-1.4,-6,-127,1.9,2.4,2.3,11,-6,-6
Cc1cc(C)n2nc(C(=O)OC(C)C(=O)c3ccccc3)nc2n1 (stereo not given),2,-3.2,0,·,0.8,3.4,1.6,-2,0,4
CCN(CC)S(=O)(=O)c1ccc(N2CCOCC2)c(NC(=O)COc2ccccc2)c1,-15,-1.2,-4,-1,0.9,0.3,3.6,12,-1,8
COc1cc(N/C(N)=N/c2nc(C)cc(C)n2)c(OC)cc1Cl,-8,-3.9,1,5,-2.8,0.2,3.1,·,0,-1
COc1ccc(-n2c(=O)c3ccccc3c3ccccc3c2=O)cc1,-8,-2.3,0,4,0.1,1.9,2.8,0,-13,3
Cc1ccc(S(=O)(=O)N(C)c2ccc(C(=O)O)cc2)cc1,3,-3.0,-1,5,0.0,2.1,0.6,-13,-1,7
COc1ccc(C(=O)C2CCCN(Cc3cn(C)nc3-c3ccccc3)C2)cc1F (stereo not given),-10,-3.0,1,7,-0.3,0.1,2.3,4,-8,19
CCCC(C)C(=O)Nc1ccc(C(N)=O)cc1 (stereo not given),-10,-2.9,0,5,0.2,1.0,3.3,-7,-2,0
CCCCn1c(N)c(N(CCOC)C(=O)c2ccc(N3CCCC3=O)cc2)c(=O)[nH]c1=O,20,1.0,1,23,0.7,-2.2,7.5,13,5,2
O=C(O)c1cc2n(n1)C(C(F)(F)F)CC(C1CC1)N2 (stereo not given),12,-4.1,1,19,0.6,0.7,0.6,-5,0,7
Cc1ccc(C(=O)Nc2ccc(N3CCN(C)CC3)cc2)cc1,-28,·,2,3,-0.6,1.4,2.1,3,13,4
O=C(COC(=O)CCSc1ccc(Cl)cc1)NCc1ccco1,0,-1.6,0,-5,2.5,3.4,3.6,14,0,3
CCOc1ccc(NC(=O)CCC(=O)N/N=C2\CCCc3ccccc32)cc1,-5,0.3,2,-11,·,·,-0.2,3,-1,6
CCc1nnc(NC(=O)CSc2nnc(-c3c[nH]c4ccccc34)n2CC)s1,-16,-1.0,-3,-11,1.4,1.6,2.9,9,-3,7
COc1ccc(CC(=O)Nc2nc3ccccc3s2)cc1S(=O)(=O)N1CCOCC1,-19,-3.5,0,8,-2.4,5.7,1.4,-9,-4,4
CCCCN(C)c1nc(-c2ccco2)c2c(c1C#N)CC(C)(C)OC2,-11,-0.2,0,9,-2.9,-0.2,0.9,-18,-3,8
O=C(NCc1ccc2c(c1)OCO2)c1cnc2ccccn2c1=O,-8,-2.1,1,-15,0.2,1.0,2.6,-9,·,2
CCOC(=O)c1c(C)[nH]c(C)c1C(=O)COC(=O)/C=C/c1cccc(C(F)(F)F)c1,-16,-1.8,-3,9,-1.3,6.5,3.4,11,0,15
Cc1ccc2oc(C(=O)NC3CCS(=O)(=O)C3)cc(=O)c2c1 (stereo not given),-7,-0.2,2,-16,2.4,1.8,1.4,-4,-1,1
O=C(CCCN1C(=O)/C(=C/c2cccs2)SC1=S)Nc1cccc(O)c1,-1,-1.6,1,-13,-0.1,-1.5,-0.2,7,0,9
Cc1cccc([C@H](NC(=O)OC(C)(C)C)C(=O)OC(C)(C)C)c1,-5,0.9,-15,0,1.1,2.0,3.8,-3,1,1
O=C(NNS(=O)(=O)c1ccc(Br)cc1)c1cccs1,-13,0.2,-2,-7,-1.7,4.6,3.1,0,0,-6
COc1cc(/C=C(/C#N)c2ccc(C)cc2)ccc1Oc1ccc([N+](=O)[O-])cn1,6,-2.7,-1,1,1.2,-0.1,2.0,9,-7,0
O=C(OCCOc1ccc(Br)cc1)c1cnccn1,-5,-0.7,1,-1,-0.6,1.6,2.1,4,·,6
CCc1cccc(Nc2cc(C)nc3ncnn23)c1,12,0.5,-1,-1,3.8,4.6,1.8,2,-2,-12
COc1ccccc1NC(=O)CC1COc2ccccc2O1 (stereo not given),-1,-0.4,1,4,0.8,2.4,4.4,-6,·,-6
O=C1/C(=C/c2ccc(Br)cc2)Oc2cc(O)ccc21,10,-2.7,-10,-10,-2.9,-2.9,1.2,·,12,-5
COCCn1c(C)cc(C(=O)CSc2nc3ccccc3c(=O)[nH]2)c1C,-2,0.2,0,1,1.8,1.1,1.2,1,-5,7

# Source: PubChem (several laboratories)
